HKDC1 inhibitor: HKDC1 hexokinase inhibitors, primary screen, biochemical, fluorescence, uHTS; Q2TB90; recombinant HKDC1, G6PDH/diaphorase resazurin coupled fluorescence; inhibition, % at 20 µM; hit rate 0.16% among 340,000; AID 493160, 2011;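 active = inhibition above about 35% when tested at 20 µM, limit read from the data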;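 note: plate controls were DMSO wells with enzyme for no effect and DMSO wells lacking enzyme for full effect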
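Assay system – recombinant HKDC1 (HK5) hexokinase enzyme, produced in-house · Input – HKDC1 at 5 µg/mL · Reagent – glucose plus 1 mM ATP as hexokinase substrates · Timing – 90 min reaction incubation at room temperature, dark · Measured by – G6PDH/diaphorase-coupled fluorescence, 1 mM NADP, 100 µM resazurin, 525/613 nm · Benchmarks – DMSO-enzyme wells negative, buffer-substituted wells positive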
GRIN3A LBD mod: binders of NR3A ligand-binding domain, primary screen, biophysical, differential scanning fluorimetry, uHTS | NR3A LBD differential scanning fluorimetry, Tm shift; 0% = protein alone, 100% = glycine-bound protein | Tm shift relative to glycine control, % at 25 µM | hit rate 2.5% among 340,000;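 active = melting temperature shift of at least 10% of the positive control shift, at one fixed dose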
SENP6 inh: SENP6 protease inhibitors, primary screen, biochemical, luminescence, uHTS; Sentrin-specific protease 6 (Homo sapiens), Q9GZR1; AID 2599, 2010; hit rate 1.8% among 330,000; Recombinant SENP6 catalytic domain, aminoluciferin luminescence; inhibition, % at 10 µM;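 active = inhibition above about 50% at the single tested dose, limit read from the data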;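 note: plate controls were DMSO wells with enzyme for no effect and DMSO wells lacking enzyme for full effect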
ATG4B inh: ATG4B protease inhibitors, primary screen, biochemical, fluorescence, uHTS. ATG4B cleavage of LC3-PLA2, NBD-HPC fluorescence, 1 h. AID 504462, 2011. Cysteine protease ATG4B (Homo sapiens), Q9Y4P1. hit rate 0.51% among 340,000. inhibition, % at 8.33 µM; in the data active = inhibition above about 40%
Target sequence (Q9Y4P1 whole entry, looked up): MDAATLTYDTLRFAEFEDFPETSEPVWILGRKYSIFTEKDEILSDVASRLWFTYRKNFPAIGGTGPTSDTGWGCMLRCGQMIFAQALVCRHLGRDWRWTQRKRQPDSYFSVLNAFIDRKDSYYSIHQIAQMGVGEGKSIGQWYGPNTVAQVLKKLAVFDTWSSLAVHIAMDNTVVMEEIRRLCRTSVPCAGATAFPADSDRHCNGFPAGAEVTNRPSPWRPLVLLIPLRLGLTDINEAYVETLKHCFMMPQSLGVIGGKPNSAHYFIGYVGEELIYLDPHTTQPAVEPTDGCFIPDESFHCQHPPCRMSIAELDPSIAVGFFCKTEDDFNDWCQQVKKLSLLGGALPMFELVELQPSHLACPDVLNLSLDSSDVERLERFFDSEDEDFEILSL
SENP7 inh: SENP7 protease inhibitors, primary screen, biochemical, luminescence, uHTS; Sentrin-specific protease 7 (Homo sapiens), Q9BQF6; recombinant SENP7, Z-RLRGG-aminoluciferin luminescence, 40 min; inhibition, % at 5 µM; hit rate 1.5% among 330,000;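 active = inhibition above about 50% at the single test dose, limit read from the data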;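 note: plate controls were DMSO with enzyme for no effect and no enzyme buffer wells for full effect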
Target sequence (Q9BQF6 706-1050 limits assumed): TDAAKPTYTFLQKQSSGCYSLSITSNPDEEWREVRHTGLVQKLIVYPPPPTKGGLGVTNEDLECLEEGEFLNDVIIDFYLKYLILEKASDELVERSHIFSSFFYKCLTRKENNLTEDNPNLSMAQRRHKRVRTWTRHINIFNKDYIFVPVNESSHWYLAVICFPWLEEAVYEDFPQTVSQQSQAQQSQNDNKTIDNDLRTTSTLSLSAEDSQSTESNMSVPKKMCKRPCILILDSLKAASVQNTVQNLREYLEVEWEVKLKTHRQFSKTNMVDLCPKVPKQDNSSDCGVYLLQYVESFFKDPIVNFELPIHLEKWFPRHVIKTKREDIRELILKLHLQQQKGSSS
MPTP block: mitochondrial permeability transition pore inhibitors, primary screen, biochemical, isolated mouse mitochondria, absorbance; AID 602449, 2012; hit rate 1.4% among 360,000; inhibition, % at 10 µM; Ca2+ swelling absorbance, 30 min;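 active = inhibition of 50% or more, scaled per plate between neutral and stimulator controls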;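 note: 0% = DMSO wells given calcium and 100% = 1 mM EGTA wells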
PfGluPho inh: PfG6PD enzyme inhibitors, primary screen, biochemical, fluorescence intensity, uHTS; glucose-6-phosphate dehydrogenase-6-phosphogluconolactonase (Plasmodium falciparum 3D7); PfGluPho enzyme, NADPH resazurin-diaphorase fluorescence; inhibition, % at 20 µM; hit rate 0.78% among 350,000; AID 504690, 2011;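 active = inhibition reaching at least a set limit at 20 µM in the primary screen, cut at about 59% in these data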;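 note: 0% = DMSO wells with substrate and 100% = DMSO wells lacking glucose-6-phosphate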
SENP8 inh: human SENP8 protease inhibitors, primary screen, biochemical, fluorescence, Nedd8 protein substrate, uHTS | AID 602440, 2012 | inhibition, % at 20 µM | recombinant SENP8 | hit rate 0.64% among 360,000; in the data active = inhibition mostly above about 40%, no sharp cut-off; inactive = mostly below about 27%
Target sequence (Q96LD8 whole entry, looked up): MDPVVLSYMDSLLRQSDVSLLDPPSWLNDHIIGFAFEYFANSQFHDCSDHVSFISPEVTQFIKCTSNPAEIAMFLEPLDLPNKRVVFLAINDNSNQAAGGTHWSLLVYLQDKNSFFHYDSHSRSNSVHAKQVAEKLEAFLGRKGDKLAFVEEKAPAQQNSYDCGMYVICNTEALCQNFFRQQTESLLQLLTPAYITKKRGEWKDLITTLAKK
* marks the source's active call; other numbers are inactive results; . = not tested or not shown.

HKDC1 inhibitor | PfGluPho inh | ATG4B inh | SENP6 inh | GRIN3A LBD mod | molecule | SENP8 inh | SENP7 inh | MPTP block
11 | 12 | 21 | -2 | 2 | CCn1c(N2CCN(S(=O)(=O)c3ccccc3C(F)(F)F)CC2)nc2ccccc21 | -2 | -3 | 1.9
-5 | -16 | 12 | -1 | -1 | CCOC(=O)c1cnc(N2CCN(c3ccccc3)CC2)[nH]c1=O | 18 | -1 | 0.3
-12 | -1 | -12 | -7 | 0 | N#Cc1ccc(/C=N/N=C(N)N)cc1 | 21 | 10 | 1.2
4 | 4 | -6 | -5 | 4 | COCc1cc(OC)nc(-c2csc(C)n2)n1 | 14 | -4 | 2.5
-4 | -1 | -11 | -7 | 0 | O=C(CN(c1ccc2c(c1)OCCO2)S(=O)(=O)c1ccccc1)NCc1ccco1 | 13 | 0 | 2.1
4 | -10 | 3 | -5 | . | O=C(OCc1cc(=O)oc2cc(O)ccc12)c1cc(S(=O)(=O)N2CCOCC2)ccc1F | -413 | -3 | -1.6
7 | -20 | -2 | 1 | 0 | CN(C)c1ccc(/C=C2\C(=N)N3N=C(CC(=O)N4CCCCC4)SC3=NC2=O)cc1 | -56 | 6 | -1.8
-7 | 0 | 4 | -5 | -5 | COc1cccc(C2SCC(=O)N2c2ccc(C)cc2)c1OC (configuration not stated) | 1 | 2 | 2.4
-8 | 6 | -11 | -13 | -4 | COc1ccc(N2CCN(C(=O)c3ccc(Cn4c(=S)[nH]c5ccc(N6CCOCC6)cc5c4=O)cc3)CC2)cc1 | -425 | 6 | 1.2
7 | 0 | 4 | -23 | -1 | CN(C)c1cc(-c2cccc([N+](=O)[O-])c2)oc(=O)c1Cl | 9 | -1 | 0.3
-7 | 15 | -5 | -8 | 2 | COc1ccc(N2CCN(C(=O)COC(=O)Cc3cccc(OC)c3)CC2)cc1 | 4 | 2 | -2.3
-4 | -15 | -1 | -4 | 0 | Cn1c(=O)c2c(ncn2CC(COCc2ccccc2)OCc2ccccc2)n(C)c1=O (configuration not stated) | 5 | -1 | 1.6
10 | -22 | 1 | -13 | 1 | COc1cccc(OC)c1C(=O)Nc1nnc(-c2ccc(F)cc2)s1 | -4 | -5 | -0.1
0 | -6 | -6 | -15 | 24* | OC(CNCc1ccco1)Cn1c2ccc(Br)cc2c2cc(Br)ccc21 (configuration not stated) | 31 | -9 | 10
-6 | 1 | 2 | 8 | -7 | COc1ccc2[nH]c3nc(SCc4nnc(-c5ccccc5)o4)nnc3c2c1 | -1 | -2 | 11
5 | -10 | -5 | 13 | 1 | CCOc1ccc(S(=O)(=O)NCCC(=O)N2CC(C)OC(C)C2)cc1 (configuration not stated) | 16 | 1 | -1.3
-2 | 12 | 18 | 17 | -2 | NC(=O)COC(=O)c1oc2ccccc2c1CSc1ccc(Cl)cc1 | 5 | 1 | 2.5
-1 | -4 | -29 | 11 | -4 | Cc1ccc(CCNS(=O)(=O)c2cc3c(cc2Cl)NC(=O)CO3)cc1 | 5 | 7 | 0.8
-5 | 8 | 2 | -2 | 0 | Cc1ccc(C(=O)CCC(=O)Nc2cc(C)ccn2)cc1 | -39 | -6 | -1.0
-3 | -7 | 1 | -7 | 1 | O=C(NCCCN1CCOCC1)C1CCN(S(=O)(=O)c2ccccc2)CC1 | 0 | 0 | -1.5
-5 | -3 | 3 | 1 | -2 | N#Cc1ccc(CSc2nnc(-c3ccncc3)o2)cc1 | -1 | -1 | -0.3
-3 | -3 | 0 | 4 | -1 | Cc1cccc2cc(CN(Cc3cccs3)S(=O)(=O)c3ccc4c(c3)OCCO4)c(=O)[nH]c12 | -141 | 8 | -0.4
15 | 47 | 6 | . | -1 | CCOC(=O)c1c(C)oc2c1c(C=NCC1CCCO1)c(O)c1ccccc12 (configuration not stated) | 19 | . | 0.4
-11 | -3 | 8 | -4 | -1 | CCN(CC)CCCn1c2c(c(SCC(=O)Nc3ccc(F)c(F)c3)nc1=O)CCC2 | 2 | -7 | 0.3
-5 | 16 | -2 | -5 | -1 | O=C(C1CCN(c2nc(-c3ccccc3)nc3c2CCC3)CC1)N1CCCC1 | -19 | 5 | -2.1
-4 | -10 | 7 | -5 | -2 | COc1ccc(CNC(=O)[C@H](Cc2ccccc2)NC(=O)C2CCNCC2)cc1 | 7 | -8 | 0.0
-6 | -3 | 7 | -22 | 0 | COC(=O)CN1C(=O)[C@H]2[C@@H](/C=C/c3ccccc3)N3C(=O)CN(CC4CC4)C(=O)[C@@]3(Cc3ccccc3)[C@H]2C1=O | 1 | -16 | 0.5
-8 | 9 | 5 | 11 | 2 | O=C(CCSCc1ccc(Cl)cc1)NCCc1ccccc1 | 14 | 6 | 5.3
-5 | -5 | -5 | -2 | -12 | CNc1ccc(C(=O)OCC(=O)NC(=O)NC2CCCCC2)cc1[N+](=O)[O-] | 34 | -4 | -0.6
-3 | -11 | -4 | 0 | 1 | C=CCNC(=O)CSc1nnc(-c2ccncc2)n1CCc1ccccc1 | 21 | -1 | -0.6
0 | 7 | -3 | -9 | -2 | CN(C)c1ccc(C(=O)OCC(=O)NC2CCCCCC2)cc1 | 12 | -20 | 0.0
1 | 16 | 1 | -11 | -3 | CNc1nc(Sc2cccc(C(F)(F)F)c2)cc(C(F)(F)F)n1 | -57 | -3 | 15
-10 | -11 | 4 | 8 | -2 | CSc1nc2ncc(C(=O)O)c(N)n2n1 | 20 | -1 | 0.5
-5 | -14 | 0 | -14 | -4 | COc1ccc(NC(=O)CCOc2ccccc2)cc1 | 22 | -7 | 1.0
13 | 0 | 13 | . | -3 | CCCCCn1c(CN(C)Cc2ccccc2)nc2c1c(=O)n(C)c(=O)n2C | 13 | . | -0.2
7 | 4 | 4 | -27 | -1 | CCOc1cc(N2CCOCC2)c(OCC)cc1NC(=O)c1cc(-c2ccco2)nc2ccccc12 | 3 | 33 | 0.8
-4 | -4 | -4 | -13 | -1 | CS(=O)(=O)N1CCN(c2nc(-c3ccc(F)cc3)cs2)CC1 | 9 | -5 | -0.2
-2 | 1 | 12 | -9 | 1 | O=C(c1ccco1)N1CCN(c2ccc(Cl)c(Cl)c2)CC1 | 15 | -4 | -0.1
-7 | -7 | 5 | -10 | -3 | Cc1nn(-c2ccc(Cl)cc2Cl)c(=O)c2ccccc12 | 12 | -4 | 0.4
3 | -9 | 1 | 5 | -1 | CC1=C(C(=O)OC2CCCCC2)C(c2ccc(C)o2)C2=C(CCCC2=O)N1 (configuration not stated) | -421 | -8 | 6.6
-13 | -1 | -3 | -2 | -8 | CC(=O)N(c1ccccc1C)C1CCCC1 | 3 | 2 | 1.0
-5 | 3 | -7 | 14 | 0 | COC(=O)c1ccsc1NC(=O)c1ccc2c(c1)OCCO2 | -393 | 37 | 0.5
-5 | -2 | -2 | -5 | 3 | C[N+](C)(C)C[C@H](O)CC(=O)O | 5 | -7 | -0.5
-7 | 10 | -3 | -15 | -1 | CC12C=CC(=O)C=C1CCC1C3CCC(O)(C(=O)CO)C3(C)CC3OC312 (configuration not stated) | 7 | -1 | 0.7
5 | -8 | -4 | 2 | -1 | O=C(Nc1nnc(C23CC4CC(CC(C4)C2)C3)s1)c1ccco1 | 16 | 11 | 2.3
-2 | -8 | 4 | -12 | 1 | CCn1cc(/C=N/NS(=O)(=O)c2ccc(OC)cc2)c(C)n1 | 20 | -15 | -1.7
-3 | -14 | -3 | -22 | -2 | OCCC1CN(Cc2cccn2-c2ncccn2)CCN1Cc1ccccc1 (configuration not stated) | 2 | -3 | -0.6
-8 | 6 | -7 | -9 | 0 | COc1ccc(OC)c(S(=O)(=O)CC(O)COc2ccccc2Cl)c1 (configuration not stated) | -4 | -11 | -2.0
1 | 17 | -13 | 2 | 3 | COc1ccc(CN(C(=O)/C=C/C(=O)c2ccc(OC)cc2O)C(C(=O)NC2CCCCC2)c2ccncc2)cc1 (configuration not stated) | 1 | 1 | 1.3
-2 | -18 | -6 | -4 | 0 | COc1cccc(/C=N/NC(=O)CN2C(=O)NC3NC(=O)NC32)c1 (configuration not stated) | 13 | 3 | 0.0
-11 | -1 | 3 | 2 | -1 | O=C(O)c1ccc(C(=O)Nc2cccc(NC(=O)C3CCCO3)c2)cc1 (configuration not stated) | 10 | -7 | -1.7
8 | -2 | 15 | 90* | -7 | Cc1ccnc(Nc2nc(-c3ccccc3)cs2)c1 | 14 | 85* | 1.2
-3 | 10 | -2 | -28 | 1 | C/C=C/c1ccc(OCC(O)CNCC(c2ccc(OC)cc2)N(C)C)c(OC)c1 (configuration not stated) | 11 | 2 | -1.4
12 | 9 | 21 | 2 | 1 | O=C(/C=C/c1ccco1)NC(=S)Nc1cccc(C(=O)O)c1 | 8 | 5 | -1.4
-5 | 7 | -4 | -5 | 4 | Cc1ncc(N=Nc2ccc(F)cc2)c(-c2ccc(Cl)cc2)n1 | 32 | 1 | 1.0
-2 | -18 | 1 | . | -4 | Cc1nn2c(CN(C(=O)c3ccco3)c3ccccc3)nnc2c2ccccc12 | 20 | . | 0.1
-4 | 11 | 3 | -7 | -1 | Cn1ncc([N+](=O)[O-])c1C(=O)Nc1nccs1 | 21 | -10 | -0.2
4 | -6 | -4 | 3 | -1 | CC(C)[C@H](NC(=O)OC(C)(C)C)C(=O)NCC1CCC(C(=O)N[C@@H](Cc2ccccc2)C(=O)O)CC1 (some centres not stated) | 4 | -3 | -0.3
6 | -10 | 1 | -4 | 2 | COc1ccc(NC(=O)CN2CCN(C(C)=O)CC2)cc1S(=O)(=O)N1CCOCC1 | 12 | -6 | -0.9
21 | 3 | -2 | -19 | -19 | Cc1sc(NC(=O)CSc2nc(N)n(CC(=O)c3ccccc3)n2)c(C#N)c1C | 9 | 3 | 1.4
1 | -8 | 6 | 2 | 0 | Cc1nn(C(C)C)c(C)c1CN1CCCC(C(=O)c2cccc(OC(C)C)c2)C1 (configuration not stated) | -6 | 14 | 4.6
-3 | -7 | -11 | -18 | -1 | COc1ccc([C@@H]2[C@@H]3C(=O)N(C(C)(C)C)C(=O)[C@@H]3[C@]3(Cc4ccc(Cl)cc4)C(=O)N(c4cccc(C)c4)C(=O)N23)cc1 | 10 | 9 | 0.6
-4 | -18 | 2 | 1 | 2 | CC(C(=O)N1CCN(c2ccccc2)CC1)c1ccc([N+](=O)[O-])cc1 (configuration not stated) | 11 | -3 | 0.6

Sorted by value in GRIN3A LBD mod (highest first): five of the compounds above.
HKDC1 inhibitor | PfGluPho inh | ATG4B inh | SENP6 inh | GRIN3A LBD mod | molecule | SENP8 inh | SENP7 inh | MPTP block
-3 | 10 | -2 | -28 | 1 | C/C=C/c1ccc(OCC(O)CNCC(c2ccc(OC)cc2)N(C)C)c(OC)c1 (configuration not stated) | 11 | 2 | -1.4
-2 | -18 | -6 | -4 | 0 | COc1cccc(/C=N/NC(=O)CN2C(=O)NC3NC(=O)NC32)c1 (configuration not stated) | 13 | 3 | 0.0
4 | -6 | -4 | 3 | -1 | CC(C)[C@H](NC(=O)OC(C)(C)C)C(=O)NCC1CCC(C(=O)N[C@@H](Cc2ccccc2)C(=O)O)CC1 (some centres not stated) | 4 | -3 | -0.3
8 | -2 | 15 | 90* | -7 | Cc1ccnc(Nc2nc(-c3ccccc3)cs2)c1 | 14 | 85* | 1.2
21 | 3 | -2 | -19 | -19 | Cc1sc(NC(=O)CSc2nc(N)n(CC(=O)c3ccccc3)n2)c(C#N)c1C | 9 | 3 | 1.4

Hits appear at their usual frequency; any-hit rate near 6.9%.
